Screening results: PubChem BioAssay, several laboratories
PDI inh – PDI (human) enzyme inhibition. PDI insulin aggregation turbidity, A650, 90 min. inhibition, % at 10 µM. 350,000 compounds, 0.052% hits;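 active = mean inhibition across replicates of 30% or more, whatever share of single replicates reach that level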;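 also: absorbance from insulin aggregation driven by PDI reduction with DTT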
N-glyco inh – N-linked glycosylation inhibition; D54 ERlucT glycosylation luciferase reporter, 24 h; percent of 100 nM tunicamycin response; reporter increase, % at 12.5 µM; 360,000 compounds, 0.23% hits; AID 588692;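 active = mean luciferase reporter signal, scaled so untreated is 0 and the glycosylation-blocking control 100, at or above a set limit in every replicate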;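 also: luciferase carries N-glycosylation sites so blocking glycosylation raises the light; 0% = median of neutral control wells and 100% = median of 100 nM tunicamycin wells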
ABCB6 inh MLPCN – inhibitors of human ABC transporter ABCB6; K562-ABCB6 porphyrin accumulation, flow cytometry, 1 h; active compounds read low; fluorescence ratio to DMSO, % at 10 µM; 360,000 compounds, 0.19% hits; AID 602162;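 active = fluorescence ratio to DMSO below 75%, the collection mean minus 3 SD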;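 also: signal is porphyrin accumulated inside mitochondria; 100% equals median channel fluorescence of DMSO control wells; lower ratio means ABCB6 inhibition with less porphyrin fluorescence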
Target sequence (Q9NP58 whole entry, looked up): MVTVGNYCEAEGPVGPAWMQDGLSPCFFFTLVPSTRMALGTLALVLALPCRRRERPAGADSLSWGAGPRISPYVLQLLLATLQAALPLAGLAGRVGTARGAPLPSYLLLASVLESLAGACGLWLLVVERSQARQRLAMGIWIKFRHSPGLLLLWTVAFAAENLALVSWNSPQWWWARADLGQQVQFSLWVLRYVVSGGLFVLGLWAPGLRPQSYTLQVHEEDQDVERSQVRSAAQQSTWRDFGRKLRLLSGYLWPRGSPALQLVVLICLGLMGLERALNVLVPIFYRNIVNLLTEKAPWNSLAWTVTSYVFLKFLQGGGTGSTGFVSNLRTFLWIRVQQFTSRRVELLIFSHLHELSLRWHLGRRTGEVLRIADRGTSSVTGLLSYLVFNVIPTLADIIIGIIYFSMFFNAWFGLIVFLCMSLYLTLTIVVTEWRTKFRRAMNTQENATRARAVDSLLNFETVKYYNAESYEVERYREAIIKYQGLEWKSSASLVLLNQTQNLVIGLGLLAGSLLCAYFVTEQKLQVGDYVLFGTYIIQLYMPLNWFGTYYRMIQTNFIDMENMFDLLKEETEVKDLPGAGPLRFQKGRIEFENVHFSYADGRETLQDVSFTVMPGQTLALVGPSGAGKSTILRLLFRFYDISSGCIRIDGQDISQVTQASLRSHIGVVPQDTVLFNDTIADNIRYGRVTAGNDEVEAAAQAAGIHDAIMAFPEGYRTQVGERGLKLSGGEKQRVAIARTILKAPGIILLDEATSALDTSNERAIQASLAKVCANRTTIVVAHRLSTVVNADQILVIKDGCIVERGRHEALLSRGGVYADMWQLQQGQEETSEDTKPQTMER
CaV13 FRET inh – Disruptors of the CACNA1D IQ motif to Ca2+-dependent inactivation inhibitor domain association, primary screening, Förster resonance energy transfer in intact living …. 340,000 compounds, 0.098% hits. inhibition, % at 12.3 µM. HEK cells, CFP/YFP FRET ICDI-IQ, plate reader, 10 min; percent FRET-ratio fall versus neutral wells;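 active = mean replicate inhibition of at least 30% and at least 1% of replicates passing that level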;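 also: 0% = median of the neutral control wells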
m5-HT2A agonist – activates the mouse 5-HT2A serotonin receptor; CHO-K1 mHTR2A beta-arrestin complementation, luminescence; percent of 30 µM serotonin response; activation, % at 7.6 µM; AID 624169; 360,000 compounds, 0.66% hits;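 active = activation above a run cutoff, the mean activation of all tested compounds plus 3 SD, cut at about 14% in these data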;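 also: 0% = plate median of compound wells and 100% = 30 µM serotonin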
ABHD5 PLIN5 PPI – inhibitors of human ABHD5-perilipin-5 interaction. Q00G26+Q8WTS1. Split G. princeps luciferase complementation, luminescence, 4 h. inhibition, % at 4 µM. 360,000 compounds, 0.78% hits. AID 602281;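 active = inhibition above the mean inhibition across every tested compound plus 3 SD, cut at about 22% in these data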;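 also: 0% = DMSO only wells and the 100% control is not disclosed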
MC4R antag cAMP – antagonists of human melanocortin 4 receptor (MC4R); P32245; MC4R-expressing cells, MTII-stimulated cAMP, LANCE TR-FRET; inhibition, % at 6.5 µM; 360,000 compounds, 0.48% hits; AID 540295;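 active = inhibition above its plate's cutoff, the mean of tested wells on that plate plus 3 SD, cut at about 29% in these data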;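 also: 0% = Melanotan II alone and 100% = Melanotan II plus saturating MCL0020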
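Assay system: human MC4R-expressing U2OS cells; reagent: Melanotan II stimulation of cells; dosing: 6.5 µM single dose; timing: compound 30 min, challenge 1 h, detection 1 h; signal: TR-FRET cAMP assay; replicates: one well per compound, no replicates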
MC4R ag barr – agonists of human melanocortin 4 receptor (MC4R) beta-arrestin | P32245 | U2OS MC4R beta-arrestin complementation, luminescence; percent of melanotan II response, DMSO zero | activation, % at 8.9 µM | 360,000 compounds, 0.98% hits | AID 540308;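 active = activation above a per-plate cutoff, the mean activation of sample wells on that plate plus 3 SD, cut at about 8% in these data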
Cardio protect – modulators protecting cardiomyocytes from myocardial damage | AID 588492 | 360,000 compounds, 0.63% hits | H9c2 cardiomyocytes, H2O2 injury protection, ATPLite, 2 h | protection from H2O2 cell death, % at 20 µM;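 active = compounds giving at least 50% protection of heart cells from peroxide-induced death in the single-dose screen, raw or plate-pattern-corrected value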;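 also: 0% = DMSO wells with peroxide and 100% = DMSO wells without peroxide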
Exocytosis inh – lytic granule exocytosis inhibition; 360,000 compounds, 0.66% hits; TALL-104 LAMP-1 surface exposure, flow cytometry; cells stimulated with thapsigargin and PMA; inhibition, % at 10 µM;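 active = inhibition above about 55%, limit read from the data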
Numbers without * were called inactive; nt = not tested or not shown.

SMILES	PDI inh	N-glyco inh	ABCB6 inh MLPCN	CaV13 FRET inh	m5-HT2A agonist	ABHD5 PLIN5 PPI	MC4R antag cAMP	MC4R ag barr	Cardio protect	Exocytosis inh
COc1cc(OC)cc(C2=Cc3ccccc3C(CC(C)=O)N2c2ccc(C#CCCO)cc2)c1 (stereo unspecified)	nt	nt	100	-10	-4	-1	nt	nt	nt	6
O=S(=O)(c1cc(F)cc(F)c1)N1CCN(c2ncccn2)CC1	-4	0	86	nt	1	-5	-1	-2.3	16	0
CCOc1ccccc1N(CC(=O)Nc1ccc(C)cc1)S(C)(=O)=O	-2	1	101	-4	3	6	-3	-0.7	6	5
S=C(N=Nc1ccccc1)NNc1ccccc1	3	-6	95	-4	8	-7	-6	-1.2	-26	-3
Cc1cc(=O)n(C)c(=O)n1CCCCOc1ccc([N+](=O)[O-])cc1	-5	2	99	-6	1	-5	-5	0.7	-13	42
COc1ccc(NC(=O)Nc2cccnc2)cc1	2	6	102	2	-5	1	17	-1.8	-12	7
COC(=O)Cc1cc(=O)n2c(nc3ccccc32)[nH]1	0	0	97	-2	4	-4	3	-1.0	-2	-1
O=C(O)CCN1C(=O)c2ccc(NC(=O)C(c3ccccc3)c3ccccc3)cc2C1=O	-1	2	93	-6	-5	2	16	2.5	2	-12
COCCCNC(=O)c1cc2c(-c3cccc(OC)c3)nn(C)c2s1	-4	4	102	-4	-16	-2	13	1.2	24	-23
CN(C)S(=O)(=O)c1cccc(NC(=O)c2cccc(NS(=O)(=O)c3ccccc3)c2)c1	-16	-8	95	-3	-7	-2	22	-4.0	-8	-8
CSC(=S)N/N=C/c1ccc(Br)cc1	-6	1	101	-5	4	-1	4	1.6	-5	-2
O=C(Nc1ccc(Br)cc1F)C1CCN(c2nnc(-n3cccc3)s2)CC1	nt	2	105	-3	3	-10	3	1.6	-9	-1
CCOc1ccccc1-c1nn2c(Cc3ccccc3)nnc2s1	-10	0	95	-9	-3	15	3	-0.9	2	16
CN(C)c1ccc(/C=N/NC(=O)c2nnn(-c3nonc3N)c2CN(C)c2ccccc2)cc1	2	-2	93	-15	9	6	11	8.5*	-9	3
ONC(=Nc1ccccc1Cl)c1c(F)cccc1F	8	-1	101	-5	1	7	2	1.6	-5	-1
Cc1cc(C)c(C(=O)N(CCN(C)C)CC2CCCN(Cc3ccccc3F)C2)o1 (stereo unspecified)	-5	-4	106	-6	-9	6	4	2.9	14	23
CC(=O)Nc1cccc(C(=O)/C=C/c2ccc(Br)cc2)c1	-2	12	92	-4	-4	79*	-10	-1.9	-27	4
CC(=O)Oc1ccc(C(=O)Nc2ccc(S(=O)(=O)N3CCOCC3)cc2)cc1	-1	2	88	-5	-5	-2	4	-1.0	6	-2
COC(=O)c1ccc(NC(=O)COC(=O)C2CCC2)cc1	-1	2	102	-7	7	12	5	-2.2	-3	-8
CCOC(=O)c1ccc(NC(=O)C2(c3ccc(OC)cc3)CCCC2)cc1	1	-2	103	-5	-5	-8	0	-1.2	-20	33
CC(C)Cc1nnc(NC(=O)CCC(=O)N2CCN(S(=O)(=O)c3ccccc3)CC2)s1	3	0	104	-4	4	-1	4	-1.7	0	-6
Cc1ccc(C(=O)N/C(=C\c2ccco2)C(=O)N2CCOCC2)cc1C	13	2	90	-6	1	-8	-1	-2.2	0	-1
C=C1[C@H]2O[C@H]2[C@@H](OC(C)=O)[C@@]2(C)[C@@H](OC(C)=O)C[C@@H](OC(C)=O)[C@@](C)(O)[C@@H]2[C@@H](OC(C)=O)[C@@]2(O)[C@@H](C)C(=O)O[C@H]2[C@H]1Cl	0	0	100	-4	-2	0	6	-1.3	2	-1
Cc1cccc(N2CCN(C(=O)C3CCN(S(=O)(=O)c4cccc5cccnc45)CC3)CC2C)c1 (stereo unspecified)	3	-5	97	-8	-1	1	0	0.0	13	0
Cc1c(OCC(=O)N2CCC(C(=O)O)CC2)ccc2c3c(c(=O)oc12)CCC3	nt	0	100	nt	0	-8	6	-1.8	0	0
COc1cccc(/C=C2\CCc3ccccc3C2=O)c1	-4	-11	94	-4	14	7	7	0.9	-20	-8
Cc1cccc(CN2C(=O)N/C(=C/c3cc(C)n(-c4ccccn4)c3C)C2=O)c1	1	-2	116	nt	-6	-1	-5	-1.8	-9	-5
CC(NCc1ccc2c(c1)OCO2)C(=O)N1CCc2ccccc21 (stereo unspecified)	-22	2	96	-5	1	4	11	3.3	-6	-2
COc1ccc(CN2CN(C(C)C)CSC2=S)cc1	1	2	95	-8	2	-2	-10	-2.8	-2	2
Cc1ccc(-n2nc(C)c3cc(C(=O)O)sc32)cc1	5	-1	101	nt	-4	-2	5	2.0	-7	-1
CCOC(=O)Nc1cc(C)ccc1OC	0	0	100	-5	0	2	3	1.5	0	0
CC1CCCN(CCC(=O)Nc2ccc(F)c(F)c2)C1 (stereo unspecified)	7	2	98	-5	-5	10	8	-0.8	-6	24
Cc1ccc(NC(=O)COc2cccnc2[N+](=O)[O-])cc1S(=O)(=O)N1CCCCC1	2	0	97	-2	-3	-1	2	-0.8	-5	4
O=C(CSc1nnc(Cc2ccccc2)o1)Nc1ccccc1	-3	-2	99	-7	-5	-5	8	-2.2	-2	12
O=C(NCCCN1CCOCC1)c1ccc(CNS(=O)(=O)c2ccc(Br)cc2)cc1	2	1	96	-5	0	5	9	-1.0	15	-2
CC(C)(C)c1ccc(C(=O)Nc2cccc3ncccc23)cc1	9	-2	107	-4	6	-3	-1	0.8	-13	-1
Cc1ccccc1C(=O)NCC(=O)OCC(=O)NC(C)C1CC2CCC1C2 (stereo unspecified)	5	1	99	-5	-5	-3	8	-1.4	6	2
COc1ccc(Nc2nc(NC(C)C)nc3ccsc23)cc1OC	-15	8	92	-5	-6	-6	6	-0.7	-2	-14
O=C(CNC(=O)N1CC(=O)Nc2ccccc21)Nc1cc(Cl)ccc1Cl	5	10	105	-7	0	-13	-9	-2.5	-3	-3
CCOc1ccc(CCNC(=O)c2cccc(NC3=NC4CS(=O)(=O)CC4S3)c2)cc1 (stereo unspecified)	nt	1	99	-6	18*	7	-4	1.3	3	0
CCC(C)NC(=O)N[C@@H](Cc1ccccc1)C(=O)O (stereo partly specified)	-5	1	98	-7	11	2	-6	-0.4	-9	-1
Cc1cc[n+](-c2[nH]c(=O)sc2/C=N/N=C(\[O-])c2ccccc2)cc1	-1	-2	103	-17	7	-3	-30	0.1	1	-1
O=C(Cc1ccccc1F)Nc1nc(-c2cccnc2)cs1	-2	-4	92	-4	-5	-7	15	5.0	7	-3
CCC(C)(C)NC(=O)C(c1ccc(O)cc1)N(C(=O)Cn1nnc2ccccc21)c1ccc(NC(C)=O)cc1 (stereo unspecified)	2	0	101	-5	7	-8	12	0.4	3	0
O=C(Cc1cccc2ccccc12)N/N=C/c1ccc(Sc2nc3ccccc3s2)o1	1	-3	97	-3	-3	0	-2	0.0	-5	7

3 compounds from above, ordered by number of heavy atoms, falling.
SMILES	PDI inh	N-glyco inh	ABCB6 inh MLPCN	CaV13 FRET inh	m5-HT2A agonist	ABHD5 PLIN5 PPI	MC4R antag cAMP	MC4R ag barr	Cardio protect	Exocytosis inh
CCOC(=O)c1ccc(NC(=O)C2(c3ccc(OC)cc3)CCCC2)cc1	1	-2	103	-5	-5	-8	0	-1.2	-20	33
CCOc1ccccc1N(CC(=O)Nc1ccc(C)cc1)S(C)(=O)=O	-2	1	101	-4	3	6	-3	-0.7	6	5
CCC(C)NC(=O)N[C@@H](Cc1ccccc1)C(=O)O (stereo partly specified)	-5	1	98	-7	11	2	-6	-0.4	-9	-1

Returning to the listing, repeating the seven entries before the break.
SMILES	PDI inh	N-glyco inh	ABCB6 inh MLPCN	CaV13 FRET inh	m5-HT2A agonist	ABHD5 PLIN5 PPI	MC4R antag cAMP	MC4R ag barr	Cardio protect	Exocytosis inh
O=C(CNC(=O)N1CC(=O)Nc2ccccc21)Nc1cc(Cl)ccc1Cl	5	10	105	-7	0	-13	-9	-2.5	-3	-3
CCOc1ccc(CCNC(=O)c2cccc(NC3=NC4CS(=O)(=O)CC4S3)c2)cc1 (stereo unspecified)	nt	1	99	-6	18*	7	-4	1.3	3	0
CCC(C)NC(=O)N[C@@H](Cc1ccccc1)C(=O)O (stereo partly specified)	-5	1	98	-7	11	2	-6	-0.4	-9	-1
Cc1cc[n+](-c2[nH]c(=O)sc2/C=N/N=C(\[O-])c2ccccc2)cc1	-1	-2	103	-17	7	-3	-30	0.1	1	-1
O=C(Cc1ccccc1F)Nc1nc(-c2cccnc2)cs1	-2	-4	92	-4	-5	-7	15	5.0	7	-3
CCC(C)(C)NC(=O)C(c1ccc(O)cc1)N(C(=O)Cn1nnc2ccccc21)c1ccc(NC(C)=O)cc1 (stereo unspecified)	2	0	101	-5	7	-8	12	0.4	3	0
O=C(Cc1cccc2ccccc12)N/N=C/c1ccc(Sc2nc3ccccc3s2)o1	1	-3	97	-3	-3	0	-2	0.0	-5	7
COc1ccc(N2CCN(C(=O)Nc3cccc(C(F)(F)F)c3)CC2)cc1	-3	-1	98	-4	-6	-7	5	-1.8	-7	3
CNC(=S)Nc1sc2c(c1C(=O)OC)CCC2	6	0	98	-20	2	-4	6	-1.2	-2	-1
O=C(c1ccc([N+](=O)[O-])cc1)c1cc2ccc(O)cc2oc1=O	2	0	95	-16	6	2	11	-4.0	-2	-5
COc1cc(C)ccc1S(=O)(=O)NC(=O)C1(C)CCN1C(=O)Cc1ccc(Cl)cc1Cl (stereo unspecified)	-2	0	102	-12	6	-3	9	-0.2	5	12
CCCCCCC(=O)Nc1ccc(C(=O)N2CCCC2)cc1	-1	0	104	-7	-3	3	8	1.7	9	-2
CC(=O)c1ccc(NC2CC(O)C(O)CO2)cc1 (stereo unspecified)	-3	4	91	-5	3	-5	-1	-2.6	3	0
CC(C)N1CCSC1=S	0	1	93	-6	1	-5	4	-1.5	5	2
CC(NS(=O)(=O)c1ccc(F)cc1)C(c1cccs1)N1CCN(C)CC1 (stereo unspecified)	9	-2	95	nt	-1	9	-3	0.1	-2	1
CCOc1ccc(-c2nn[nH]n2)cc1	2	0	100	-5	-2	-1	-4	-1.5	-2	1
CCN(C(=O)CSc1cc(C)c2ccccc2n1)C1CCS(=O)(=O)C1 (stereo unspecified)	4	-3	93	-5	4	4	-1	-1.3	2	-3
CCN(C(=O)COC(=O)c1ccc2ccccc2n1)c1c(N)n(Cc2ccccc2)c(=O)[nH]c1=O	-1	1	98	-6	-3	11	11	0.7	1	0
